Assay outcomes deposited in PubChem BioAssay by National Center for Advancing Translational Sciences (NCATS).
TRPV1 agonist = human TRPV1 agonism; Q8NER1; activation, % at 8.33 µM; 320,000 compounds, 0.19% hits; AID 540275; TRPV1-expressing cells, Fluo-8 calcium influx, agonist mode; in the data active means activation above about 80%; inconclusive means between about 30% and that limit; further: 0% is about no effect
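TRPV1-expressing cells were cultured overnight at 35.5C and loaded with Fluo-8 calcium dye for 40 to 90 min at room temperature. After a 10 s baseline, compound was added and calcium influx was read kinetically for 3 min (ex 480/em 520 nm).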
p53 reactivation = re-activators of mutant p53; H1299 p53-A138V BP100-luciferase reporter, luminescence, 24 h; Potency, µM (doses to about 92.2 µM), inactives show top-dose activity change, positive = activation, actives largely listed as activators; 320,000 compounds, 0.063% hits; AID 504706; further: potency means the concentration at half of the fitted maximal effect; % of control where 0% means no effect; nearly all actives have a fitted effect of over 45% in size
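H1299 (p53-null), stable ts p53-A138V + BP100-Luc; 1000 cells/well, Opti-MEM/10% FBS; cpd 4 pt, 1:5; 24 h, 37 deg C, 5% CO2; detection reagent 10 min RT; luminescence.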
Tb PFK inh = inhibitors of T. brucei phosphofructokinase | T. brucei PFK, ADP-Glo luminescence | O15648 | Potency, µM (series often up to 57.5 µM), inactives show at the highest dose activity, negative = inhibition, usual class: inhibitors | 330,000 compounds, 0.17% hits;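 further: potency means the concentration at half of the fitted maximal effect; 0% = uninhibited 1x PFK enzyme wells and -100% = no-enzyme wells; nearly all actives have a fitted effect of over 60% in size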
Target sequence (O15648 whole entry, looked up): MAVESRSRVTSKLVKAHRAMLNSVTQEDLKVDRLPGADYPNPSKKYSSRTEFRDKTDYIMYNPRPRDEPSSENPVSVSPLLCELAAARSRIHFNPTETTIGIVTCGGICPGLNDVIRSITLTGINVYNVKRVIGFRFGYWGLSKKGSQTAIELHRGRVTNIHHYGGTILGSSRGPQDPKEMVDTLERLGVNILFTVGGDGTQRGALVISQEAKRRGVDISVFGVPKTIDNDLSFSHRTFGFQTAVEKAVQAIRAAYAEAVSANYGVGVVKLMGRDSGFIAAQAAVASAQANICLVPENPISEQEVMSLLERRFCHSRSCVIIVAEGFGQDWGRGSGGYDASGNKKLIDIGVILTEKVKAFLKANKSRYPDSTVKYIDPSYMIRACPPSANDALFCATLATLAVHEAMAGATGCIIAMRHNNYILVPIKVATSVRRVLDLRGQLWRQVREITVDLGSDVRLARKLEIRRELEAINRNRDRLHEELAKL
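Activity is normalized to no-enzyme wells (full inhibition) and 1.25 nM enzyme wells (no inhibition). Reaction: 0.5 mM F6P, 0.1 mM ATP, 45 min RT, ADP-Glo luminescence; concentration-response curves fitted and classed by quality.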
VP16 counter = Gal4-VP16 reporter inhibition counter-screen | AID 2546 | Potency, µM (series often up to 53.6 µM), for inactives: at the highest dose activity, negative = inhibition, usual class: inhibitors | Drosophila S2 Gal4-VP16 UAS-luciferase, luminescence, 20 h | 310,000 compounds, 3.5% hits;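 further: Gal4-VP16 expression switched on by copper sulfate through the metallothionein promoter; potency means the concentration at half of the fitted maximal effect; on the % scale 0 is the no-effect control and ±100 the full control effect; nearly all actives have a fitted effect of over 50% in size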
ELG1 genotoxic = inducers of genotoxicity in HEK293T ELG1-luciferase cells. 330,000 compounds, 1.3% hits. HEK293T ELG1-luciferase reporter, luminescence, 16 h. Potency, µM (series often up to 46 µM), for the others: at the top dose activity change, positive = activation, actives largely listed as activators. AID 504466; further: potency means the concentration at half of the fitted maximal effect; % of control where 0% means no effect; nearly all actives have a fitted effect of over 60% in size
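Luminescence read-out: rising ELG1-luciferase signal, reflecting elevated ELG1 protein under genetic stress, flags genotoxic compounds. Cells were treated for 16 hr at 37 °C before ONE-Glo detection.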
FLuc counter = counter-screen for miR-21 project: firefly luciferase inhibitors or activators | P08659 | purified FLuc, Km substrates, luminescence inhibition | Potency, µM (doses to about 57.5 µM), for inactives: at the top dose activity change, negative = inhibition, actives largely listed as inhibitors | 360,000 compounds, 6.9% hits;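 further: potency means the concentration at half of the fitted maximal effect; plate controls were vehicle for no effect and reference inhibitor for full effect; nearly all actives have a fitted effect of over 55% in size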
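Biochemical qHTS of compounds, final roughly 60 µM downward over six points, against 10 nM purified firefly luciferase using Km concentrations of substrates (10 uM D-luciferin, 10 uM ATP) in Tris acetate pH 7.5 buffer; luminescence output.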
RORgamma inh = blocks mouse ROR gamma transcriptional activity; Drosophila S2 Gal4-RORgamma UAS-luciferase reporter, 20 h; Potency, µM (doses to about 53.6 µM), inactives show at the highest dose activity change, negative = inhibition, most hits filed as inhibitors; 310,000 compounds, 5.4% hits; further: potency means the concentration at half of the fitted maximal effect; on the % scale 0 is the no-effect control and ±100 the full control effect; nearly all actives have a fitted effect of over 60% in size
Target sequence (P51450 whole entry, looked up, the tested form may be a part): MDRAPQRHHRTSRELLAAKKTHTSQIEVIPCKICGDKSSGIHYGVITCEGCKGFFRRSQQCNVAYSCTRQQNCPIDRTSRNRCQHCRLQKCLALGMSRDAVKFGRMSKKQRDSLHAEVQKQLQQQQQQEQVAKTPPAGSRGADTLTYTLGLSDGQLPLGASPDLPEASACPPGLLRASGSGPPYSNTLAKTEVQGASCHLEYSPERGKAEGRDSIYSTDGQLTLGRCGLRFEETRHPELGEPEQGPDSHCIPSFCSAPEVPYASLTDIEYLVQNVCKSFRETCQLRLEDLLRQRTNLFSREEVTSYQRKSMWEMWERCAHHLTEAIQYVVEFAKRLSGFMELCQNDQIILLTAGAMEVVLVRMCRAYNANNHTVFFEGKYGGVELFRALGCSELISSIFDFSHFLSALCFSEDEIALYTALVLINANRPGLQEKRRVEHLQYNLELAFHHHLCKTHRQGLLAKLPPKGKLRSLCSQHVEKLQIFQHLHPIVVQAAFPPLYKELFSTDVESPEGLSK
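Schneider cells (Drosophila), stable Gal4 DBD–ROR gamma + UAS-luc; 1 hr cmpd preincubation; Cu2+ induction 700 uM final; 20 hr ambient; luminescence.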
ELG1 repair inh = blocks ELG1-dependent DNA repair in HEK293T cells; HEK293T ELG1-luciferase reporter, luminescence, 16 h; DNA damage induced by 5-fluorouridine; Potency, µM (highest dose often 46.1 µM), for the others: at the top dose activity change, negative = inhibition, actives largely listed as inhibitors; 330,000 compounds, 2.3% hits; further: potency means the concentration at half of the fitted maximal effect; on the % scale 0 is the no-effect control and ±100 the full control effect; nearly all actives have a fitted effect of over 55% in size
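HEK293T cells expressing luciferase-tagged ELG1 (2,000/well) received 5-Fluorouridine plus compound or DMSO for 16 hr at 37 °C. Luciferase was read by ONE-Glo luminescence after 30 min at room temperature.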
BRCA1 expr up = BRCA1 expression activation; MCF7-BRCA1-FFLuc reporter, luminescence, 48 h; response scale: scaled: vehicle 0%, 10 µM genistein 100%; Potency, µM (top dose mostly 46.1 µM), for inactives: top-dose activation, usual class: activators; 380,000 compounds, 1.1% hits; further: potency means the concentration at half of the fitted maximal effect; nearly all actives have a fitted effect of over 80% in size; some results filed as inactive show a strong effect at the top dose
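48 h compound treatment of MCF7-BRCA1-FFLuc cells (phenol-red free MEM, 37 °C), then 15 min with luciferase substrate and luminescence imaging.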
Rab9 promoter act = Rab9 promoter activation | Huh7 Rab9 promoter-luciferase reporter, luminescence, 24 h | Potency, µM (highest dose often 9.22 µM), for the others: at the top dose activation, negative = inhibition, usual class: activators | 320,000 compounds, 2.8% hits; further: potency means the concentration at half of the fitted maximal effect; % of control where 0% means no effect; nearly all actives have a fitted effect of over 60% in size
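Cells were plated at 1500 per well in reduced-serum medium with 10% FBS and left 2 h. Compound in DMSO was then added for 24 h at 37 °C. Reporter signal was read by luminescence after 10 min with luciferase detection reagent.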
NPC1 promoter act = activators of NPC1 promoter; Huh7 NPC1 promoter luciferase reporter, 24 h; Potency, µM (series often up to 9.22 µM), for inactives: at the highest dose activation, actives largely listed as activators; 320,000 compounds, 2.4% hits;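 further: potency means the concentration at half of the fitted maximal effect; % of control where 0% means no effect; nearly all actives have a fitted effect of over 60% in size; reporter is driven by a mutant NPC1 promoter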
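Stably transfected Huh7 (NPC1 promoter→luciferase), 1500 cells/well in Opti-MEM + 10% FBS, 2 h settle, then compound 24 h at 37 °C. Luminescence after 10 min with Amplite reagent.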
* hit, by the source's call; u = inconclusive; x = no result given; [ ] = remark or other dose. Unless noted, the call rests on the fitted dose curve; in most records, active means well fitted curve in the direction sought with a large enough effect; inconclusive means small, poorly fitted or top-dose-only effect, or another doubt; inactive means no such curve, though single readings can be large; an effect the other way counts as inactive or inconclusive.

Value order: TRPV1 agonist, p53 reactivation, Tb PFK inh, VP16 counter, ELG1 genotoxic, FLuc counter, RORgamma inh, ELG1 repair inh, BRCA1 expr up, Rab9 promoter act, NPC1 promoter act
[1] CCCNC(=O)N1[C@H]2CC[C@@H]1C(C(=O)OC)=C(c1ccc(F)cc1F)C2
  16, -6%, -5%, x, 2%, -2%, x, 19%, 12%, 0%, 0%
[2] CN1CCN(c2ccc(C=O)cc2)CC1
  -1, 3%, 1%, 4%, 1%, 5%, -23%, 3%, 16%, -1%, -5%
[3] CN1CCN(c2nccc3c2ncn3C)CC1
  1, -1%, 1%, -2%, 1%, 2%, -4%, 5%, 0%, -2%, 2%
[4] O=C(Cc1ccc(Cl)c(Cl)c1)Nc1cccnc1
  19, 5%, 15µM*, -20%, -5%, 0%, u, -15%, -23%, -3%, 3%
[5] Oc1ccc(CC2CC3CCN2CC3)cc1O (stereo not given)
  0, -11%, -1%, -3%, 4%, 0%, -5%, 10%, -11%, 7%, 3%
[6] c1ccc2c3c([nH]c2c1)C1(CCNCC1)NCC3
  1, -7%, -1%, -1%, 0%, 4%, -44%, 17%, -3%, -5%, 3%
[7] S=C1CN=C(c2ccccc2Cl)c2cc(Cl)ccc2N1
  -1, -5%, -1%, 7.1µM*, -1%, -1%, 7.9µM*, -16%, -9%, -2%, -2%
[8] COc1ccc(CN2C(=O)CC(=O)NC2=S)cc1
  4, -2%, -18%, -4%, 1%, -18%, 38%, -13%, 11%, -14%, -5%
[9] COc1ccc(-c2oc(=O)n(C)c2-c2ccc(OC)cc2)cc1
  -4, -9%, -23%, -17%, 13%, 0%, -25%, u, -36%, -8%, 8%
[10] Cc1ccsc1/C=C1\C(=O)NC(=S)N(C)C1=O
  3, -4%, -8%, 22µM*, u, 15µM*, u, u, -31%, -5%, 0%
[11] O=P(Oc1ccccc1)(Oc1ccccc1)C(O)c1ccc(Cl)cc1 (stereo not given)
  5, -9%, 0%, x, 1%, 2%, x, 13%, 7%, 0%, -1%
[12] Cc1ccc(S(=O)(=O)N(c2cc(Cl)c(O)c(Cl)c2)P(=O)(OC(C)C)OC(C)C)cc1
  -3, 7%, 2%, 4%, -5%, -15%, -3%, 3%, -14%, -2%, 1%
[13] CCCCCn1c(=O)c(C(=O)Nc2ccccc2C)c(O)c2ccccc21
  -3, 20%, -1%, 26%, 13%, -14%, -42%[1.91 µM], u, -20%, 0%, 15%
[14] CN1CCN(S(=O)(=O)c2cnc(Cl)c(Br)c2)CC1
  -3, -3%, 7%, -6%, -2%, 3%, -23%, 1%, -52%, 1%, 0%
[15] CN1CCc2nc(SCc3ccccc3Br)c(C#N)cc2C1
  14, 3%, -1%, 5%, -1%, -1%, 4%, -5%, -11%, -8%, -3%
[16] Cc1ccc2c(c1)CC1(CN2C)C(=O)NC(=O)N(CCc2ccccc2)C1=O (stereo not given)
  1, -5%, -3%, 14%, 5%, 3%, 16%, u, -3%[1.84 µM], 1%, 0%
[17] Cc1ccc2c(c1)C1CN(C)CCC1N2C(=O)Nc1cccc(Cl)c1 (stereo not given)
  9, 1%, -4%, 5%, 0%, -12%, 6%, 6%, 7%, -7%, -3%
[18] COc1cc(N2CCOCC2)ccc1C=C1C(=O)NC(=O)NC1=O
  -8, 10%, -6%, u, 6%, -3%, -2%, 19%, -31%, 11%, 1%
[19] COC(=O)C1=C(c2ccccc2OCc2ccccc2)C[C@@H]2CC[C@H]1N2C(=O)NCc1ccccc1
  27, -3%, 1%, x, -9%, 0%, x, u, -13%, 1%, -2%
[20] O=C(Cc1ccccc1)N1CCN(C/C=C/c2ccccc2)CC1
  10, 3%, -2%, 0%, 0%, -2%, 25%, -21%, -12%, 2%, 1%

(more compounds)
Value order: TRPV1 agonist, p53 reactivation, Tb PFK inh, VP16 counter, ELG1 genotoxic, FLuc counter, RORgamma inh, ELG1 repair inh, BRCA1 expr up, Rab9 promoter act, NPC1 promoter act
[21] O=C(OCC(=O)c1cccs1)C1=COCCO1
  -4, u, -3%, -15%, 18µM*, 24µM*, -24%, u, 16µM*, u, u
[22] Cc1ccc(S(=O)(=O)CC(C)(O)C(=O)Nc2cccc(C(F)(F)F)c2)cc1 (stereo not given)
  x, 0%, 0%, -3%, 2%, 1%, 19%, 6%, 6%, 1%, 1%
[23] CN1CCc2nc(SCC(=O)OC(C)(C)C)c(C#N)cc2C1
  u, 14%, 3%, 4%, 24%, 0%, 2%[10 µM], u, x, u, 26%
[24] CCOP(=O)(c1ccccc1)C(O)c1ccc([N+](=O)[O-])cc1 (stereo not given)
  9, x, 2%, -4%, 0%, 6%, -19%, u, 15%, -1%, -6%
[25] COc1ccc(-c2nc3ccc(C(=O)N4CCC5(CC4)OCCO5)cc3nc2-c2ccc(OC)cc2)cc1
  30, -13%, -2%, 0%, -10%, 1%, 27%, 16µM*, -46%, -5%, -2%
[26] CN(C)CCn1cnc2ccccc21
  -7, 0%, 0%, 1%, 1%, -3%, 10%, 5%, -2%, 0%, 0%
[27] COC(=O)C1=C(c2ccc(C(C)=O)cc2)C[C@@H]2CC[C@H]1N2C(=O)N1CCCCC1
  1, -8%, 2%, x, 2%, 4%, x, 23%, -10%, -4%, -2%
[28] CC1CCC(C(C)C)C(OC(=O)COC(=O)c2ccccc2N)C1 (stereo not given)
  20, u, 0%, -2%, -5%, -7%, 15%, 14%, -60%, 1%, 0%
[29] O=c1[nH]c(=O)n(-c2cccc3ccccc23)c(O)c1C=NCc1ccc2c(c1)OCO2
  2, -3%, -1%, -4%, -7%, -1%, -4%, -2%, 2%, -3%, 3%
[30] CN1CC(C(=O)c2ccc(Cl)cc2)C(c2ccccc2)C1 (stereo not given)
  6, -5%, 1%, 2%, -7%, -3%, 6%, -1%, -17%, -2%, 0%
[31] CC1C2Cn3c(nc4ccccc43)C1N(C)O2 (stereo not given)
  5, 3%, -17%, -7%, 0%, -2%, 26%, 11%, 6%, -7%, 3%
[32] COc1cc(CN2CCN(C(=O)Cc3ccccc3)CC2)cc(OC)c1OC
  0, x, 0%, 14%, -3%, 7%, -12%, -9%, -8%, -6%, -3%
[33] CCCCCCn1c(O)c(C=NCCCn2ccnc2)c(=O)[nH]c1=O
  2, -8%, -1%, 4%, -3%, -1%, 27%, -12%, -15%, -7%, -7%
[34] COc1ccccc1Oc1c(C)oc2cc(OC(=O)N(C)C)ccc2c1=O
  -2, 0%, -2%, 10%, 3%, 0%, -3%, u, 3%, -2%[1.84 µM], -5%
[35] CNC(=O)c1cccn(Cc2cc(C(F)(F)F)cc(C(F)(F)F)c2)c1=O
  11, 0%, -2%, -14%, 1%, -5%, 8%, 6.5µM*, -42%, -11%, -8%
[36] CC/C(=N\N1CCN(C)CC1)c1c(O)[nH]c(=O)[nH]c1=O
  2, -8%, -9%, -5%, 5%, 0%, -21%, u, 1%, 2%, 2%

Arranged by length of the SMILES (rising): 3 of the compounds above
Value order: TRPV1 agonist, p53 reactivation, Tb PFK inh, VP16 counter, ELG1 genotoxic, FLuc counter, RORgamma inh, ELG1 repair inh, BRCA1 expr up, Rab9 promoter act, NPC1 promoter act
[5] Oc1ccc(CC2CC3CCN2CC3)cc1O (stereo not given)
  0, -11%, -1%, -3%, 4%, 0%, -5%, 10%, -11%, 7%, 3%
[28] CC1CCC(C(C)C)C(OC(=O)COC(=O)c2ccccc2N)C1 (stereo not given)
  20, u, 0%, -2%, -5%, -7%, 15%, 14%, -60%, 1%, 0%
[24] CCOP(=O)(c1ccccc1)C(O)c1ccc([N+](=O)[O-])cc1 (stereo not given)
  9, x, 2%, -4%, 0%, 6%, -19%, u, 15%, -1%, -6%

Quoted at random: two records from the list
Value order: TRPV1 agonist, p53 reactivation, Tb PFK inh, VP16 counter, ELG1 genotoxic, FLuc counter, RORgamma inh, ELG1 repair inh, BRCA1 expr up, Rab9 promoter act, NPC1 promoter act
[36] CC/C(=N\N1CCN(C)CC1)c1c(O)[nH]c(=O)[nH]c1=O
  2, -8%, -9%, -5%, 5%, 0%, -21%, u, 1%, 2%, 2%
[17] Cc1ccc2c(c1)C1CN(C)CCC1N2C(=O)Nc1cccc(Cl)c1 (stereo not given)
  9, 1%, -4%, 5%, 0%, -12%, 6%, 6%, 7%, -7%, -3%

These rows are one share of the data. The share of hits here may be higher or lower than overall.
